Screening results deposited in PubChem BioAssay by several laboratories.
CSM14.1 death rescue – rescue of cells from ER stress-induced death, primary screen, 384-well, CSM14.1, thapsigargin, ATP luminescence (AID 1222) | cellular ATP content (survival), % at 20 µM; hits with a dose series show EC50 in µM | 190,000 tested, under 10 active | CSM14.1 thapsigargin-induced death rescue, ATP luminescence; higher % means a stronger effect;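 active = EC50 below 50 µM in the dose-response confirmation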;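 also: death triggered by thapsigargin at about 15 µM added after 2 h compound pretreatment; cell ATP read after overnight thapsigargin exposure of roughly 18 to 22 hours; normalized against plate controls of thapsigargin alone and 5% DMSO vehicle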
M1AAP inhibition – P. falciparum M1AAP inhibitors, biochemical, fluorogenic H-Leu-NHMec substrate, 1536-well (AID 1445); recombinant M1AAP, H-Leu-NHMec fluorogenic kinetic assay; higher % means a stronger effect; one-dose inhibition, % at 30 µM; IC50 in µM for titrated hits; 0.42% of 220,000 active;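 active = primary inhibition above the hit cutoff, then over 50% inhibition at one or more dose response concentrations, cut at about 23% in these data, passing the limit was not always enough; inconclusive = conflicting primary data, or primary hits not chosen for dose response; inactive = low primary inhibition, or under 50% at every dose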;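 also: plate controls were DMSO full reaction for no effect and no enzyme background for full effect; strong numbers were not always called active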
K1F lysis inhibition – inhibition of K1F phage lysis, E. coli UTI89, bacterial capsule biogenesis inhibitors, alamar blue (AID 488966) | 0.02% of 340,000 active | E. coli UTI89 K1F phage lysis, alamar blue, 2 h; higher % means a stronger effect | one-dose inhibition, % at 100 µM; IC50 in µM for titrated hits;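 active = phage lysis inhibition, versus mean bacterial control, above a set limit; inconclusive = no clear call, values can overlap the other calls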;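 also: capsule biogenesis inhibitors block K1F phage lysis so surviving cells raise fluorescence; higher fluorescence means more inhibition of phage lysis; actives were called in the ten point dose series up to 300 µM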
Hep lipid drop – inhibitors of hepatocyte lipid droplet formation, primary screen, imaging, high-throughput imaging, BODIPY stain | AML12 mouse hepatocytes, oleate lipid droplets | inhibition, % at 6.5 µM | 0.4% of 240,000 active;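 active = lipid droplet intensity inhibited by at least 50%, with more than 500 cells counted; inconclusive = wells with under 300 cells, treated as cytotoxic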
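Assay system: AML12 mouse liver cells | Compound: 6.5 µM single-point dosing | Schedule: Overnight exposure | Technique: Fluorescence imaging, 20x objective, two fields per well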
PMI inhibition – human PMI inhibitors, high substrate, primary screen, biochemical, fluorescence intensity, high mannose 6-phosphate (AID 1220) | recombinant PMI enzyme, coupled fluorescence intensity; higher % means a stronger effect | inhibition, % at 20 µM, or IC50 in µM where a hit was titrated | Mannose-6-phosphate isomerase (Homo sapiens) | 0.66% of 190,000 active
Myeloid diff MLP – induction of myeloid progenitor differentiation, primary screen, cell-based, flow cytometry, MLPCN library | ER-HoxA9 myeloid progenitors, lysozyme-GFP differentiation | calls only at 10 µM | 1% of 360,000 active | AID 624256, 2012;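 active = normalized GFP-positive differentiation at or above the plate's own cutoff, the solvent-only control mean plus 3 SD; inconclusive = no clear call, values can overlap the other calls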;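 also: cells exposed to compound for four days before flow analysis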
PMI inhibitors – inhibitors of human PMI, primary screen, biochemical, fluorescence intensity, coupled assay (AID 1209); 0.42% of 190,000 active; inhibition, % at 20 µM; hits with a dose series show IC50 in µM; Mannose-6-phosphate isomerase (Homo sapiens); purified PMI enzyme, coupled fluorescence intensity; higher % means a stronger effect;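 also: plate controls were DMSO vehicle for no effect and wells lacking substrate for full effect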
TNAP activation fold – human TNAP enzyme activators, primary screen, biochemical, luminescent, no phosphate acceptor, uHTS (AID 1001); Alkaline phosphatase, tissue-nonspecific isozyme (Homo sapiens); purified TNAP, luminescent activation assay, no phosphate acceptor; higher activation fold means a stronger effect; one-dose activation fold at 20 µM; EC50 in µM for titrated hits; 0.03% of 200,000 active; in the data active = activation fold from about 3, or a potency from the dose series; inactive = the rest, 99 in 100 with activation fold below about 1.6; also: many of its hits are not listed in these tables
WT yeast gro inh – growth inhibition of WT strain, primary screen, mitochondrial fusion inhibitor project, WT and mutant strains, chemical genetic. AID 1362, 2008. mitochondrial fusion phenotypic screen. 2.1% of 190,000 active. inhibition, % at 10 µM; in the data active = inhibition above about 58%; tested in S. cerevisiae
WT yeast gro inh mutant strain – further read-out of WT yeast gro inh, marked with its call; inhibition, %; mitochondrial fusion phenotypic screen, mutant strain inhibition
Hep lipid drop cells 6.5 µM – further read-out of Hep lipid drop, marked with its call; cell count; measured here: cell count, cytotoxicity flag;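 cells counted across two imaged fields per well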
Myeloid diff MLP GFP+ MAC1+ % – second read-out of Myeloid diff MLP, no call of its own (marks repeat the call); GFP+ MAC1+ double positive, %; measured here: differentiation confirmed by MAC1 staining
An asterisk follows results filed as active; i = inactive; ? = inconclusive; · = not tested or not shown; [ ] = remark or other dose. Rule as the data show it, unless noted: active = inhibition above about 50%; inactive = the rest.

Compound	CSM14.1 death rescue	M1AAP inhibition	K1F lysis inhibition	Hep lipid drop	Hep lipid drop cells 6.5 µM	PMI inhibition	Myeloid diff MLP	Myeloid diff MLP GFP+ MAC1+ %	PMI inhibitors	TNAP activation fold	WT yeast gro inh	WT yeast gro inh mutant strain
COC(=O)CC1COc2ccccc2N1C(=O)c1ccc(OC)cc1 (stereo unspecified)	-0.5%	4%	-0.4%	·	·	-3%	i	1.8	-2%	1.1	24	15
CCc1ccccc1NC(=O)CN(C)C(=O)Cn1cc(C(F)(F)F)cc(Cl)c1=O	-0.1%	4%	-1.1%	4	736	-11%	i	0.7	-13%	1.1	-17	-20
CCN1CCc2c(OCc3ccccc3)cccc2C1=O	-0.3%	-1%	0.6%	21	780	-24%	i	0.3	-19%	1.1	-23	1
CCCOc1ccc(NC(=O)CC2C(=O)N(C)C(=S)N2Cc2ccc3c(c2)OCO3)cc1 (stereo unspecified)	-1.9%	-3%	4.0%	-36	483	0%	i	1.0	14%	1.1	-4	-11
CCCOc1ccccc1NC(=O)c1ccc(N)cc1	·	10%	0.0%	2	698	12%	i	0.7	12%	1.1	-7	19
O=C(O)c1cn(C2CCCCC2)c2ccccc2c1=O	·	2%	0.9%	-1	754	·	i	0.3	·	·	·	·
Cc1ccc(C2N3CC4([N+](=O)[O-])CN2CC([N+](=O)[O-])(C3)C4(C)C)cc1 (stereo unspecified)	-4.5%	0%	0.5%	-6	403	-2%	i	0.4	2%	1.1	24	4
O=c1cc(O)c(-c2ccccc2)c(Cl)[nH]1	-2.7%	0%	-0.2%	2	771	-1%	i	1.4	-1%	1.1	0	-5
COc1cc(Cl)ccc1NC(=S)N(CCN(C)C)C(C)c1ccncc1 (stereo unspecified)	·	3%	0.9%	21	680	·	i	0.6	·	·	·	·
CCCCOc1cccc(/C=N/NC(=O)c2csc(C)c2C)c1	-0.4%	11%	1.6%	·	·	24%	i	2.0	10%	1	-2	-4
Cc1ccccc1-c1nnc(-c2ccc(Cl)cc2)o1	-0.5%	-6%	0.1%	-6	769	-9%	i	6.7	-3%	1.1	15	5
O=C(NCc1ccccc1)c1csc2c1CCCCC2	0.4%	36%	0.2%	-27	778	-4%	i	0.2	0%	1.1	6	-4
OCC1CCCN(c2ncnc3scc(-c4ccccc4)c23)C1 (stereo unspecified)	-0.2%	0%	-0.1%	15	721	-3%	i	0.0	-4%	1	-13	-17
CC(OC(=O)c1ccc(Cl)nc1)C(=O)NC(C)(C)C (stereo unspecified)	·	4%	-0.6%	3	660	-13%	i	0.2	-11%	0.9	2	12
C=CCSc1nnc(Cn2c(=O)sc3ccccc32)n1C	1.5%	6%	-0.3%	-1	738	-16%	i	1.7	-12%	1.1	6	-2
COc1ccc2c(c1OC)C(=O)OC2Nc1ccccc1S(=O)(=O)C(F)F (stereo unspecified)	0.5%	0%	3.1%	·	·	1%	i	4.4	-10%	1.1	20	5
O=C(CCC1CCCN(C(=O)CCC(F)(F)F)C1)NCc1ccc(F)c(F)c1 (stereo unspecified)	1.4%	2%	-0.6%	-20	677	9%	i	0.2	8%	1.1	15	10
CCN(CC)C(=O)CSc1nc2[nH]ncc2c(=O)[nH]1	·	3%	0.1%	-3	677	-2%	i	0.1	-5%	1.1	-4	3
Cc1cc(C)c(CN2CCCC(CNC(=O)c3ccc(F)cc3)C2)c(-n2cccn2)c1 (stereo unspecified)	-2.7%	12%	0.5%	-3	663	4%	i	0.4	2%	1.2	1	-5
COc1ccc(/C=N\n2nnc3ccccc32)cc1	-5.5%	6%	-0.7%	-2	751	-4%	i	0.0	0%	1.1	1	12
Cc1cccc(CS(=O)(=O)Cc2ccc(C(=O)NCc3ccco3)o2)c1	-1.4%	13%	-0.7%[50 µM]	·	·	-9%	i	1.6	-5%	1.1	-19	-9
CC(C)=CC(=O)OCC(=O)Nc1ccc(SC(F)F)cc1	0.1%	0%	0.3%	3	722	8%	i	0.5	14%	1.1	2	-6
COc1ccc(-c2nnc3ccc(SCC(=O)N4CCCC4)nn23)cc1	0.0%	7%	0.1%	-7	655	-3%	i	1.1	-3%	0.9	7	7
O=C(Nc1ccccc1-c1ccccc1)c1ccc(Cl)c([N+](=O)[O-])c1	-4.5%	0%	-7.5%	-2	585	4%	i	0.5	16%	1.1	47	44
O=C1C2CC=CCC2C(=O)N1Cc1ccccc1 (stereo unspecified)	-4.2%	3%	3.9%	-9	768	-3%	i	0.7	-3%	1.1	-13	-4
CCOc1cc(NC(=O)c2ccccn2)c(OCC)cc1NC(=O)c1ccc(C)cc1	3.6%	-10%	0.8%	1	580	·	i	0.9	·	1	·	·
CCOC(=O)c1sc(-c2ccc(C)cc2)c(C#N)c1C	3.1%	-1%	0.1%	-18	617	10%	i	0.2	5%	1.1	7	8
Cc1ccc(NC(=O)c2cccs2)cc1S(=O)(=O)Nc1cccc(Cl)c1	-1.0%	8%	-5.4%	-9	683	2%	i	0.8	10%	1.1	70*	35*
COn1c2c(c3c4nonc4ccc31)CCCC2	3.3%	8%	-0.2%	6	833	29%	i	1.6	36%	1.2	16	24
COc1ccc(S(=O)(=O)N2CC(O)CC2C(=O)OCc2nc3sc(C)c(C)c3c(=O)[nH]2)cc1 (stereo unspecified)	-1.5%	6%	4.6%	4	699	0%	i	0.7	-3%	1.1	-13	-16

Taken from above:
In Hep lipid drop, `O=C(O)c1cn(C2CCCCC2)c2ccccc2c1=O` reads -1
In Hep lipid drop cells 6.5 µM, `O=C1C2CC=CCC2C(=O)N1Cc1ccccc1` (stereo unspecified) reads 768

(cont.)
Compound	CSM14.1 death rescue	M1AAP inhibition	K1F lysis inhibition	Hep lipid drop	Hep lipid drop cells 6.5 µM	PMI inhibition	Myeloid diff MLP	Myeloid diff MLP GFP+ MAC1+ %	PMI inhibitors	TNAP activation fold	WT yeast gro inh	WT yeast gro inh mutant strain
Cc1nn(-c2ccccn2)c(C)c1Oc1ccccc1O	1.7%	-1%	2.4%	·	·	-1%	i	1.6	2%	1.2	5	-8
COc1ccc(NS(=O)(=O)c2ccc(Cl)c(NC(=O)c3cccnc3Cl)c2)cc1	·	-1%	0.1%	-22	714	·	i	0.9	·	·	·	·
Clc1ccc(COn2c(-c3ccc(Cl)cc3Cl)nc3ncccc32)cc1	2.7%	11%	-0.9%	-9	726	14%	·	·	22%	1	73*	49*
CCOC(=O)c1ccc(NC(=O)c2nc[nH]c2C(=O)N[C@@H](Cc2ccccc2)C(=O)OC(C)(C)C)cc1	·	-13%	0.0%	3	668	·	i	1.4	·	·	·	·
CCN(CC)c1ccc(NC(=O)CN2C(=O)CSc3ncccc32)c(C)c1	-1.5%	0%	3.2%	·	·	12%	i	4.4	-1%	1.1	7	1
C/C(CC(=O)Nc1ccc(N(C)C)cc1)=N\NC(=O)Cc1csc(N)n1	-4.4%	6%	2.5%	-8	654	-6%	i	1.0	-2%	1.1	3	2
Cc1nn(-c2ccccc2)c(Cl)c1/C=C/C(=O)c1ccc(O)cc1	-1.2%	3%	0.8%[50 µM]	-4	665	-13%	i	1.0	1%	1	-8	3
CCOC(=O)C1(CCOc2ccccc2)CCN(CCCn2cccn2)CC1	0.5%	-3%	0.1%	7	692	4%	i	0.1	12%	1.1	-2	5
CN1CCC(N(C)C(=S)NCCc2ccccc2)CC1	1.1%	0%	0.1%	-6	709	6%	i	0.0	1%	1.2	2	-5
O=C(c1ccccc1)[C@@H]1[C@@H]2C(=O)N(c3ccc(F)cc3)C(=O)[C@@H]2C2CCCN21 (stereo partly specified)	·	0%	0.0%	-4	691	·	i	0.5	·	·	·	·
O=[N+]([O-])c1cccc(/C=C/c2nc(C=Nc3ccccc3)c(O)o2)c1	-3.6%	8%	1.4%	2	792	-6%	i	5.1	-4%	1.1	13	5
O=C1OC(c2ccc3c(c2)OCO3)N(C(=O)c2ccc(Cl)c(Cl)c2)c2ccccc21 (stereo unspecified)	-3.8%	1%	2.7%	3	786	1%	i	0.1	6%	1.1	25	9
O=c1cc(CSc2nnc3ccccn23)c2c(ccc3ccccc32)o1	-0.9%	17%	1.8%[50 µM]	-15	696	-77%	i	1.3	-19%	1	-5	-13
Cc1[nH]c(=O)[nH]c(=O)c1NC(=O)CSc1ncccc1-c1nc2ccccc2[nH]1	-1.6%	-9%	-0.6%	·	·	10%	i	7.4	12%	1	11	14
Cc1ccc(Cl)cc1N1CCN(C(=O)C2CCN(c3nnc(-n4cccc4)s3)CC2)CC1	·	3%	5.0%	-1	633	23%	?	·	25%	1.1	20	3
CCCn1c(SCC(=O)NCc2ccccc2)n[nH]c1=O	·	-1%	5.1%	-11	709	-4%	i	0.7	-8%	1.1	0	11

One compound at a time, as listed above:
COc1ccc(NS(=O)(=O)c2ccc(Cl)c(NC(=O)c3cccnc3Cl)c2)cc1 as listed: CSM14.1 death rescue: ·; M1AAP inhibition: -1%; K1F lysis inhibition: 0.1%; Hep lipid drop: -22; Hep lipid drop cells 6.5 µM: 714; PMI inhibition: ·; Myeloid diff MLP: i; Myeloid diff MLP GFP+ MAC1+ %: 0.9; PMI inhibitors: ·; TNAP activation fold: ·; WT yeast gro inh: ·; WT yeast gro inh mutant strain: ·
CN1CCC(N(C)C(=S)NCCc2ccccc2)CC1 as listed: CSM14.1 death rescue: 1.1%; M1AAP inhibition: 0%; K1F lysis inhibition: 0.1%; Hep lipid drop: -6; Hep lipid drop cells 6.5 µM: 709; PMI inhibition: 6%; Myeloid diff MLP: i; Myeloid diff MLP GFP+ MAC1+ %: 0.0; PMI inhibitors: 1%; TNAP activation fold: 1.2; WT yeast gro inh: 2; WT yeast gro inh mutant strain: -5

Compounds were not picked by outcome; any-hit rate near 4.6%.
